RXFP1 antag: qHTS Assay for Antagonists of the Relaxin Receptor RXFP1; HEK293-RXFP1, relaxin-stimulated cAMP HTRF, 30 min; active compounds read low; AID 1259400, 2018; hit rate 0.59% among 350,000; Relaxin receptor 1 (Homo sapiens), Q9HBX9; activity change, negative = inhibition, % at 57.5 µM;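 active = activity change of -60% or lower, but not beyond a set lower limit; inconclusive = change between -60% and -40%, or beyond the set limit; inactive = change above -40%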; also: % is scaled to controls: 0 for no effect and ±100 for the full control effect
Anesthetic bind: qHTS Assay for Identification of Novel General Anesthetics; Ferritin light chain (Equus caballus), P02791; apoferritin/1-aminoanthracene competitive binding, fluorescence; Potency, µM (top dose mostly 77.5 µM), for inactives: at the top dose activity change, negative = displacement, actives largely listed as inhibitors; hit rate 0.074% among 350,000; AID 485281, 2010; also: potency is read from the fitted curve at half-maximal effect; % is scaled to controls: 0 for no effect and ±100 for the full control effect; nearly all actives have a fitted effect of over 20% in size
Target sequence (P02791 2-175 limits assumed): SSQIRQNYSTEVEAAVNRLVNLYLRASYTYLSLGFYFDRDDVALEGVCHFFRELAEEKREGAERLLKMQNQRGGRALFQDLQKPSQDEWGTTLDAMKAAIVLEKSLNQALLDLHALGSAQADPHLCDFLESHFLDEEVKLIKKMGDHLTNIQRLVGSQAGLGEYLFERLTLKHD
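Apoferritin-based anesthetic binding model; compound displacement of fluorescent 1-AMA measured as endpoint fluorescence after 10 minutes at room temperature, scaled to free-ligand and complex controls.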
D1 potentiator: Potentiators of Human D1 Dopamine Receptor: qHTS | HEK293 TREx D1 cells, calcium flux, dopamine EC20 potentiation | AID 504651, 2011 | D(1A) dopamine receptor (Homo sapiens), P21728 | potentiation, % at 10 µM | hit rate 0.036% among 360,000; in the data active = potentiation above about 30%; also: 0% is about no effect
D2 potentiator: HTS Assay for Positive Allosteric Modulators of the Human D2 Dopamine Receptor: Primary Screen for Potentiators; HEK293 T-REx D2, calcium flux, EC20 dopamine potentiation; potentiation, % at 10 µM; hit rate 0.34% among 340,000; AID 485347, 2010;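 active = potentiation over 3 SD above the plate norm, cut at about 30% in these data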; also: 0% is about no effect
Target sequence (P14416 whole entry, looked up): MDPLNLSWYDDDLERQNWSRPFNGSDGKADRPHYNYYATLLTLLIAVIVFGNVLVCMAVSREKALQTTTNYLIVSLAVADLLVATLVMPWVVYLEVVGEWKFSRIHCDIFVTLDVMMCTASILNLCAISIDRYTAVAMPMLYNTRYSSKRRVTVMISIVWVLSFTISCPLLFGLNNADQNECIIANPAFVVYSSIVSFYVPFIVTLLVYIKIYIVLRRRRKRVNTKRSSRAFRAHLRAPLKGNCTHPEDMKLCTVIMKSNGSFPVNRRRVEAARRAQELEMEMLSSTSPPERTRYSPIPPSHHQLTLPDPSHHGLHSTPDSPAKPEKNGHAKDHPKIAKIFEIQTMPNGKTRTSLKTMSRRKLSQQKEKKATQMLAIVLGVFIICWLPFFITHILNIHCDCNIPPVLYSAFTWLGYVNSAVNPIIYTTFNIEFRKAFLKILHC
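Potentiation of an EC20 dopamine calcium response is measured in a force-coupled, tetracycline-inducible Hek293 Trex D2 line. Compound-only kinetic reads over 180 s flag agonists before dopamine addition.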
D1 antagonist: Antagonist of Human D 1 Dopamine Receptor: qHTS; HEK293 TREx D1 cells, calcium flux, dopamine EC80; active compounds read low; activity change, negative = inhibition, % at 10 µM; hit rate 3.2% among 360,000; AID 504652, 2011; in the data active = activity change below about -30%; also: % is scaled to controls: 0 for no effect and ±100 for the full control effect
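Allosteric or orthosteric antagonism assessed as attenuation of the calcium response to EC80 dopamine, added 180 s after compound, in induced HEK293 Trex D1 cells loaded with no-wash calcium dye.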
TRHR ag: qHTS for Small Molecule Agonists and Allosteric Enhancers of Human TRH Receptor: Primary Screen for Agonists; Thyrotropin-releasing hormone receptor (Homo sapiens), P34981; TRHR cells, calcium flux fluo-8, FDSS agonist mode; activation, % at 2 µM; hit rate 0.18% among 360,000; in the data active = activation above about 30%; also: 0% is about no effect
Target sequence (P34981 whole entry, looked up): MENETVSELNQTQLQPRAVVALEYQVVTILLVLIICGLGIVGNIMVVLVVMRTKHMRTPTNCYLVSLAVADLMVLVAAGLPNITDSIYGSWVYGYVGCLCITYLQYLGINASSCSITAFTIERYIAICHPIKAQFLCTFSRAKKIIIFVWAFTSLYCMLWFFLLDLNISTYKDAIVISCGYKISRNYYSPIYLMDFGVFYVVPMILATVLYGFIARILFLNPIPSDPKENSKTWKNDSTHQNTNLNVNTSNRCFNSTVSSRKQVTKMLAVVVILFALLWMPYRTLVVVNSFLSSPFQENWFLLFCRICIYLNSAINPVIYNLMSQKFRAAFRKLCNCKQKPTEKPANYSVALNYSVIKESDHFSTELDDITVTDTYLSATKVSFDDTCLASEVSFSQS
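TRHR-expressing cells loaded with fluo-8 calcium dye; 23 nL library compound pin-transferred, kinetic FDSS fluorescence (Ex 480/Em 530) recorded about 180 s for agonist-induced calcium release, before a 10 nM TRH EC20 addition for potentiator mode.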
RXFP1 ag: qHTS Assay for Agonists of the Relaxin Receptor RXFP1; Relaxin receptor 1 (Homo sapiens), Q9HBX9; HEK293T-RXFP1 cAMP TR-FRET, 30 min; response scale: percent of porcine relaxin response, buffer zero; Potency, µM (titrated, usually from 57.5 µM), for the others: at the highest dose activation, hits mostly activators; hit rate 0.3% among 370,000; AID 2676, 2010; also: potency is read from the fitted curve at half-maximal effect; % is scaled to controls: 0 for no effect and ±100 for the full control effect; nearly all actives have a fitted effect of over 60% in size; many of its hits are not listed in these tables
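cAMP rise read by TR-FRET after 30 min, 37C compound exposure (up to 58 uM) in RXFP1-transfected HEK293 cells with Ro 20174 present. EC50 from Hill-equation fits, with 29 nM porcine relaxin as 100% and buffer as basal.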
TRHR PAM: qHTS for Small Molecule Agonists and Allosteric Enhancers of Human TRH Receptor: Primary Screen for Enhancers | Thyrotropin-releasing hormone receptor (Homo sapiens), P34981 | TRHR cells, fluo-8 calcium fluorescence, EC20 TRH enhancement | enhancement, % at 2 µM | hit rate 0.66% among 360,000; in the data active = enhancement above about 30%; also: 0% is about no effect
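TRHR-expressing cells loaded with fluo-8 calcium dye were read kinetically (ex 480/em 530) during compound addition, then stimulated with an EC20 of TRH (10 nM final). Enhancement of the Gq-mediated intracellular calcium response was scored.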
D1 ag: Allosteric Agonists of the Human D1 Dopamine Receptor: qHTS; D(1A) dopamine receptor (Homo sapiens), P21728; HEK293 T-REx D1 cells, calcium flux, agonist mode; activation, % at 2 µM; hit rate 1% among 360,000; AID 504660, 2011; in the data active = activation above about 30%; also: 0% is about no effect
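Agonism was scored from calcium flux recorded over 180 s (1 read/s) after pintool compound addition, following a 10-cycle baseline. Cells were inducible force-coupled HEK293 TREx D1, plated overnight at 30 C and loaded with no-wash calcium dye.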
* hit, by the source's call; ? = inconclusive; . = no result given; & = joins results of further samples. Unless noted, calls follow the shape of the dose curve; as a rule, active = well fitted curve in the direction sought with a large enough effect; inconclusive = small, poorly fitted or top-dose-only effect, or another doubt; inactive = no such curve, though single readings can be large; an effect the other way counts as inactive or inconclusive. An excerpt; rates above refer to the full screens.

Anesthetic bind | D2 potentiator | D1 potentiator | D1 ag | D1 antagonist | TRHR ag | mol | RXFP1 ag | RXFP1 antag | TRHR PAM
-21% | 14 | -3 | 6 | -21 | 0.6 | C/C=C\C=C/C(=O)Nc1cccc(C2=NOC3(C2)C[C@@H](C(N)=O)N(C(=O)c2ccccc2)C3)c1 (stereo partly drawn) | -1.8% | . | 3
-1% | 6 | -6 | 0 | -24 | 0.5 | O=C(O)CC(SCc1ccc(C(=O)O)o1)C(=O)O (stereo not drawn) | 1.0% | 0 | 7
-8% | 19 | -5 | -1 | -6 | -1.6 | COc1cc(NC(=O)Cc2ccccc2)ccc1NC(=O)c1ccccc1 | 1.1% | 6 | -2
1% | -8 | -2 | -1 | -1 | 0.3 | O=C(CC1C(=O)N(c2ccc(F)cc2)C(=O)N1Cc1ccc2c(c1)OCO2)Nc1ccc(F)cc1 (stereo not drawn) | 0.0% | . | 0
4% | 5 | 6 | 0 | -4 | 0.0 | COc1cccc(-c2nc(CS(=O)(=O)CC(=O)NCCCN3C(C)CCCC3C)c(C)o2)c1 (stereo not drawn) | 0.8% | 28 | -1
-12% | 1 | -5 | 4 | -7 | -1.1 | CCOC(=O)C(C)Sc1nc(-c2ccccc2)ccc1C#N (stereo not drawn) | -1.4% | . | 17
-16% | -14 | -14 | 7 | -43* | 0.8 | N#C/C(=C\c1cc(Cl)c(OCc2ccc(Cl)cc2)c(Cl)c1)C(N)=O | 3.1% | . | 5
-5% | -7 | -6 | 0 | -3 | -0.1 | CC(C)CCN(C(=O)CNC(=O)c1cccs1)C(C(=O)NC1CCCC1)c1ccncc1 (stereo not drawn) | -3.5% | 4 | -13
1% | -28 | -5 | 13 | -22 | 0.9 | Cc1ccc2c(c1)NC(=O)C(CC(=O)NCCCN1CCN(c3cc(Cl)ccc3C)CC1)O2 (stereo not drawn) | 0.4% | . | -1
-9% | -9 | 0 | -1 | -8 | 0.3 | CC(=O)c1c(C(C)=O)c(C)n(-c2ccc(N)c(C)c2)c1C | 1.9% | -4 | 13
-16% | 11 | 1 | 3 | 2 | -0.5 | Cc1ccc(CSc2ncnc3onc(C)c23)cc1 | -2.3% | -11 | 11
-20% | 3 | -5 | 4 | -3 | 0.9 | CCCCN(C)C(=O)c1ccc(S(=O)(=O)N2CCOCC2)cc1 | 1.4% | -2 | -3
-7% | -3 | -5 | 1 | 7 | -0.4 | COc1cccc(/C=N/n2c(C3CCCCC3)n[nH]c2=S)c1O | 3.0% | 3 | -5
5% | 7 | 14 | 5 | -3 | 0.5 | CC(=O)C1=C(C)NC(=O)NC1c1cccc(O)c1 (stereo not drawn) | -0.4% | -9 | -5
-9% | -4 | 0 | 0 | -11 | 0.0 | CCN(CC)C(=O)c1c(-c2ccccc2)c(-c2ccccc2)nn(C)c1=O | 0.1% | -20 | -4

By substructure: those above containing an aryl methoxy group (3)
Anesthetic bind | D2 potentiator | D1 potentiator | D1 ag | D1 antagonist | TRHR ag | mol | RXFP1 ag | RXFP1 antag | TRHR PAM
-8% | 19 | -5 | -1 | -6 | -1.6 | COc1cc(NC(=O)Cc2ccccc2)ccc1NC(=O)c1ccccc1 | 1.1% | 6 | -2
4% | 5 | 6 | 0 | -4 | 0.0 | COc1cccc(-c2nc(CS(=O)(=O)CC(=O)NCCCN3C(C)CCCC3C)c(C)o2)c1 (stereo not drawn) | 0.8% | 28 | -1
-7% | -3 | -5 | 1 | 7 | -0.4 | COc1cccc(/C=N/n2c(C3CCCCC3)n[nH]c2=S)c1O | 3.0% | 3 | -5

Next results follow.
Anesthetic bind | D2 potentiator | D1 potentiator | D1 ag | D1 antagonist | TRHR ag | mol | RXFP1 ag | RXFP1 antag | TRHR PAM
-6% | 15 | 8 | 3 | -16 | 0.0 | Cc1cc(F)ccc1NC(=S)NCCc1ccccc1 | -0.8% | 15 | 4
3% | 6 | -2 | 0 | 6 | -0.5 | COc1ccc(-n2c(=S)[nH]c3ccccc3c2=S)cc1 | -2.0% | -5 | 1
-18% | 2 | 2 | 0 | -6 | -0.3 | COc1ccccc1NC(=O)C1=C(C)Nc2nc(SCc3ccccc3Cl)nn2C1c1cccnc1 (stereo not drawn) | 1.1% | . | -4
-9% | . | 1 | 2 | 53 | 0.2 | CCCn1nc(C(=O)Nc2cc(C(=O)OC)ccc2C)c2ccccc2c1=O | -0.6% | 9 | -3
. | -1 | -1 | 12 | 36 | 1.1 | CCC(Oc1ccccc1)C(=O)Nc1cc(C(F)(F)F)ccc1N1CCOCC1 (stereo not drawn) | -1.0% | -38 | 2
2% | -5 | -2 | 4 | 0 | 0.3 | Cc1cnc(NC(=O)Cc2ccccc2F)s1 | 0.3% | -9 | 0
-2% | -10 | -1 | -1 | 6 | -0.1 | Cc1ccc(NC(=O)C2CC(=O)N(CCc3ccccc3)C2)c(C)c1 (stereo not drawn) | -0.6% | 2 | -2
? | -2 | -5 | 7 | -25 | -0.9 | Cc1ccc(SCC(=O)OCC(=O)NC2(C#N)CCCCC2)cc1 | -1.8% | 5 | 5
-18% | -6 | 3 | 2 | 7 | -0.2 | O=C(O)c1ccc2c(c1)C(=O)N(c1cccc(S(=O)(=O)Nc3cccc(C(F)(F)F)c3)c1)C2=O | 2.4% | -1 | -2
? | -3 | -2 | 1 | 10 | 0.6 | CSc1ccccc1NC(=O)C1C2CCC(C2)C1C(=O)O (stereo not drawn) | 1.1% | -8 | -6
-8% | 15 | 4 | 1 | 13 | 1.9 | O=C(Cn1ncc2c([nH]c3ccccc32)c1=O)N1CCCCC1 | 7.3% | 0 | -3
3% | 5 | -1 | 0 | 31 | 0.3 | Cc1sc(NC(=O)Cc2ccc3c(c2)OCO3)nc1-c1ccc2c(c1)CCN2C(=O)c1ccccc1F | 2.0% | -1 | 5
-24% | 6 | -4 | 3 | 4 | 0.5 | Cc1ccc(S(=O)(=O)N2CCCCC2)cc1C(=O)Nc1ccc2cn[nH]c2c1 | 2.3% | 2 | 0
-7% | -1 | 15 | 5 | 7 | -0.6 | Cc1ccc(C(O)c2nc3ccccc3n2C(C)C)cc1 (stereo not drawn) | 0.2% | 3 | 6
2% | 12 | 4 | 2 | -7 | 0.7 | CCNNC(=O)C(O)(Cc1ccccc1)Cc1ccccc1 | 3.1% | -4 | -5

Anesthetic bind | D2 potentiator | D1 potentiator | D1 ag | D1 antagonist | TRHR ag | mol | RXFP1 ag | RXFP1 antag | TRHR PAM
-14% | . | 0 | 1 | -9 | 0.0 | CSc1cccc(NC(=S)N(CCC(C)C)C2CCN(C(C)=O)CC2)c1 | 0.2% | -1 | -5
-9% | -10 | 5 | 1 | -4 | 0.3 | O=C(CN(C(=O)c1ccc2c(c1)OCCO2)c1ccccc1)NCC1CCCO1 (stereo not drawn) | -1.0% | -1 | 2
-7% | 50* | -11 | -2 | 11 | -0.2 | CC(NC(=O)Cc1ccc(F)cc1)C(c1cccs1)N1CCN(C)CC1 (stereo not drawn) | -1.7% | 7 | 2
-6%&-20% | 2&1 | -3&0 | 1&1 | -9&-5 | 0.7&0.9 | O=C(O)c1ccc(NCc2nc3ccccc3n2CCOc2ccccc2Cl)cc1 | -0.6%&0.0% | -10&-24 | -2&-14
-4% | 5 | 1 | 2 | -15 | 0.1 | O=C(NCCc1ccc2c(c1)OCCO2)c1ccc([N+](=O)[O-])cc1Cl | -1.7% | 11 | 0
-9% | -12 | 4 | 11 | -1 | -0.6 | COc1ccccc1Nc1nc(NCC2CCCO2)c2ccccc2n1 (stereo not drawn) | 0.2% | ? | 3
? | 4 | -3 | 1 | -2 | -0.8 | Cc1ccnc(NC(=S)NC(=O)/C=C/c2ccco2)c1 | 0.2% | -7 | -2
-3% | 5 | -1 | 0 | -2 | 1.4 | CC(C)(C)CN1CCNC(=O)C1CC(=O)NC1Cc2ccccc2C1 (stereo not drawn) | 0.1% | -2 | -5
2% | -1 | -2 | 2 | 15 | -0.7 | CCS(=O)(=O)N1Cc2ccccc2CC1C(=O)Nc1ccc(F)cc1 (stereo not drawn) | 6.9% | 2 | -7
-3% | 14 | -5 | 1 | -3 | -0.5 | Cc1ccc(/C=N/N2CCOCC2)s1 | -2.6% | 2 | 3
1% | -17 | -8 | 2 | 8 | 0.2 | CCn1c2ccccc2c2cc(NC(=O)CSc3nnnn3-c3ccccc3)ccc21 | 2.5% | -3 | 7
-2% | 2 | -1 | 2 | -10 | -0.2 | COc1ccc(-c2nc(SCC(=O)N3CCCC3)n[nH]2)cc1 | -0.5% | -10 | -1
? | 4 | 3 | 6 | -2 | -0.4 | Cc1cc(NC(=O)CCC(=O)N(Cc2cccs2)C(C(=O)NC2CCCC2)c2ccccc2)no1 (stereo not drawn) | -3.7% | 2 | -6
-20% | 10 | 9 | 18 | 0 | -2.1 | CC(C)c1ccc(CN2C(=O)c3ccccc3S2(=O)=O)cc1 | -1.7% | -2 | 6
-20% | . | -1 | 7 | -22 | 2.9 | COc1cc(NS(=O)(=O)c2ccc(N/C=C(\C=O)c3nc4cc(Cl)ccc4o3)cc2)nc(OC)n1 | 3.9% | 2 | -2

D1 antagonist: what is marked active above.
Anesthetic bind | D2 potentiator | D1 potentiator | D1 ag | D1 antagonist | TRHR ag | mol | RXFP1 ag | RXFP1 antag | TRHR PAM
-16% | -14 | -14 | 7 | -43* | 0.8 | N#C/C(=C\c1cc(Cl)c(OCc2ccc(Cl)cc2)c(Cl)c1)C(N)=O | 3.1% | . | 5

New compounds follow
Anesthetic bind | D2 potentiator | D1 potentiator | D1 ag | D1 antagonist | TRHR ag | mol | RXFP1 ag | RXFP1 antag | TRHR PAM
? | 4 | -1 | 15 | -16 | -0.9 | O=C(NCc1cccnc1)c1ccc(COc2ccc(Cl)cc2Cl)o1 | -0.5% | 0 | -7
-18% | 4 | -5 | 5 | 8 | -0.5 | Cc1cc(OCC(=O)N2CCCCCC2)ccc1[N+](=O)[O-] | 1.8% | . | -2
-8% | 2 | -2 | 4 | -29 | -0.5 | Nc1ccccc1-c1ccccc1N | 0.2% | -1 | -1
? | 4 | 1 | 2 | 20 | -0.4 | CC(c1ccc(F)cc1)n1c(Cn2ncc3ccccc3c2=O)n[nH]c1=S (stereo not drawn) | 1.0% | -9 | 21

Source: PubChem BioAssay
